SK-BR-3 tox 24h = SK-BR-3 proliferation inhibitors; SK-BR-3 viability, CellTiter-Glo ATP luminescence, 24 h; stronger effect = lower value; viability, % at 10 µM; actives 0.47% (n = 41,000);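 active means viability at or below the median of all test compounds minus 3 SD, in both replicates if run twice, cut at about 45% in these data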;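 further: 100% = median untreated cell wells and 0% = median positive control drug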
An asterisk follows results filed as active.

O=C(NCCN1CCCCC1)/C(=N\O)c1ccccc1 was read as SK-BR-3 tox 24h 82.
Screening CCCCCCc1ccc(OCC(=O)O)cc1OCC(=O)O returned SK-BR-3 tox 24h 96.
For O=C(CSc1nnc(-c2cccnc2)n1Cc1ccco1)c1ccc(Cl)cc1 the results were SK-BR-3 tox 24h 128.
COc1ccc(CCNC(=O)c2nn(C)cc2Cl)cc1 was read as SK-BR-3 tox 24h 88.
O=C(c1ccco1)N1CCN(C(=O)C(Sc2ccccc2)c2ccccc2)CC1 (stereo not given) was read as SK-BR-3 tox 24h 99.
For Cc1nn(Cc2ccccc2)c(N)c1C#N the results were SK-BR-3 tox 24h 87.
`Cc1cnc(C(=O)Nc2ccc(N3CCOCC3)cc2)cn1` gave SK-BR-3 tox 24h 95.
For O=C(O)CSCc1nc2ccccc2s1 the results were SK-BR-3 tox 24h 100.
Screening Cn1c(Cn2cnc3ccccc32)nnc1SCc1ccccc1 returned SK-BR-3 tox 24h 76.
COc1ccc([C@@H]2[C@H]3CN(C(C)=O)CC=C3C(C#N)=C(N)C2(C#N)C#N)c2ccccc12 was read as SK-BR-3 tox 24h 81.
COc1ccc(C)cc1S(=O)(=O)N(C)CC(=O)Nc1ccccc1 was read as SK-BR-3 tox 24h 87.
Screening COc1cc(NS(=O)(=O)c2ccc(F)cc2)c(C(=O)O)cc1OC returned SK-BR-3 tox 24h 97.
Screening CCOC(=O)c1cc2c(=O)n3cccc(C)c3nc2n(CCCOC)c1=NC(=O)c1cccnc1 returned SK-BR-3 tox 24h 86.
Screening CC(=O)N1CCN(c2ccc(Nc3nc(C)nc4c3oc3ccccc34)cc2)CC1 returned SK-BR-3 tox 24h 77.
CC(OCc1ccccc1)C(NC(=O)OC(C)(C)C)C(=O)NCC1CCCO1 (stereo not given) was read as SK-BR-3 tox 24h 80.
Screening CCCCC(=O)Nc1ccc(C(=O)NCCCn2ccnc2)cc1 returned SK-BR-3 tox 24h 106.
Screening COc1ccc(CNC(=O)COc2ccc(S(=O)(=O)NC(C)C)cc2)cc1 returned SK-BR-3 tox 24h 89.
For Fc1ccc2nc(N3CCCCC3)sc2c1 the results were SK-BR-3 tox 24h 84.
For CC(C)NC(=O)NC(=O)COc1ncnc2sccc12 the results were SK-BR-3 tox 24h 68.
For CCCCn1c(-c2cc(Cl)ccc2OC)n[nH]c1=S the results were SK-BR-3 tox 24h 98.
For COC(=O)c1cc(C)sc1NC(=O)c1cccnc1 the results were SK-BR-3 tox 24h 80.
COc1cccc(OCCn2cc(C(=O)c3ccco3)c3ccccc32)c1 was read as SK-BR-3 tox 24h 76.
For CC(Sc1nc(N(C)C)nc(N2CCOCC2)n1)C(=O)Nc1ccccc1 (stereo not given) the results were SK-BR-3 tox 24h 83.
Screening COc1ccc(C)cc1N(C(=O)CNC(=O)c1ccco1)C(C(=O)NC1CCCC1)c1cccnc1 (stereo not given) returned SK-BR-3 tox 24h 105.
COc1ccc(NC(=O)Nc2ccc(C(=O)N3CCOCC3)cc2)cc1 was read as SK-BR-3 tox 24h 86.
For Cc1cc(C(=O)Nc2cccc(O)c2)c(C)o1 the results were SK-BR-3 tox 24h 66.
Screening O=C(O)C1CCCN(C(=O)NCc2ccccc2)C1 (stereo not given) returned SK-BR-3 tox 24h 94.
For O=C(CCCN1C(=O)c2ccccc2C1=O)Nc1ccccc1C(=O)N1CCOCC1 the results were SK-BR-3 tox 24h 108.
Screening CCOC(=O)CNc1c(-c2ccc(Cl)cc2)nc2cnccn12 returned SK-BR-3 tox 24h 83.
`CN(c1ccccc1C(=O)Nc1cccnc1)S(C)(=O)=O` gave SK-BR-3 tox 24h 91.
CCOCCc1nnc(NC(=O)c2cccc(F)c2)s1 was read as SK-BR-3 tox 24h 93.
Screening Cn1c(SCC(=O)NCc2ccc3c(c2)OCO3)nnc1C1COc2ccccc2O1 (stereo not given) returned SK-BR-3 tox 24h 88.
O=C(Nc1cccc(NC(=O)c2ccc(-c3cccc(Br)c3)o2)c1)c1ccco1 was read as SK-BR-3 tox 24h 101.
Cc1ccc(-c2cc(-c3ccc4c(c3)OCO4)c(C#N)c(N)n2)o1 was read as SK-BR-3 tox 24h 85.
Screening CCn1c(Cn2nnc(-c3ccccc3)n2)nnc1SCC(=O)Nc1cccc(C)c1C returned SK-BR-3 tox 24h 85.
For COc1cccc(-n2c(SCC(=O)NCCC3=CCCCC3)nc3n[nH]c(C)c3c2=N)c1 the results were SK-BR-3 tox 24h 105.

Compounds shown so far that contain a thiophene ring, fused or not (2):
For CC(C)NC(=O)NC(=O)COc1ncnc2sccc12 the results were SK-BR-3 tox 24h 68.
For COC(=O)c1cc(C)sc1NC(=O)c1cccnc1 the results were SK-BR-3 tox 24h 80.

Further results.
CCOC1CCCCC1NS(=O)(=O)c1ccc(Cl)cc1 (stereo not given) was read as SK-BR-3 tox 24h 96.
For Cc1ccc(C)c(CSc2nnc(-c3ccccn3)n2N)c1 the results were SK-BR-3 tox 24h 97.
Cc1cc(C)c2cc(CN(Cc3cccs3)Cc3nnnn3CC3CCCO3)c(=O)[nH]c2c1 (stereo not given) was read as SK-BR-3 tox 24h 83.
`Cc1ccccc1CCNC(=O)C1CCN(S(=O)(=O)c2ccc(-n3cnnn3)cc2)CC1` gave SK-BR-3 tox 24h 97.
Screening CSc1nsc(SCC(=O)Nc2c(C)n(C)n(-c3ccccc3)c2=O)n1 returned SK-BR-3 tox 24h 107.
Screening CCOc1ccc(NC(=O)C2CCN(S(=O)(=O)c3c(C)n[nH]c3C)CC2)cc1 returned SK-BR-3 tox 24h 93.
For CC1CN(C(=O)c2cccc(C(=O)N3CC(C)OC(C)C3)c2)CC(C)O1 (stereo not given) the results were SK-BR-3 tox 24h 80.
`CCCCN(CCCC)CCNC(=O)Cc1nc2c(c(=O)[nH]c(=O)n2C)n1C` gave SK-BR-3 tox 24h 111.
Screening Cc1cc(C)nc(NS(=O)(=O)c2ccc(NC(=O)c3ccco3)cc2)n1 returned SK-BR-3 tox 24h 113.
CCOc1ccc(C(=O)CCNC(Cc2cnc[nH]2)C(=O)O)cc1 (stereo not given) was read as SK-BR-3 tox 24h 99.
`CCc1c(C)[nH]c2ccc(C)cc2c1=O` gave SK-BR-3 tox 24h 102.
Screening O=C(NC1C=CS(=O)(=O)C1)c1sc2ccccc2c1Cl (stereo not given) returned SK-BR-3 tox 24h 86.
Screening CCCn1c(=O)c(C(=O)NCc2ccc(OC)c(OC)c2)c(O)c2ccccc21 returned SK-BR-3 tox 24h 102.
`CCOC(=O)c1cnc(SC2CCc3ccccc3C2=O)nc1N` (stereo not given) gave SK-BR-3 tox 24h 92.
`CC(=O)OCCn1c(Br)nc2c1c(=O)[nH]c(=O)n2C` gave SK-BR-3 tox 24h 104.
Screening CCN(CC)S(=O)(=O)c1ccc(NCc2ccccc2)nc1 returned SK-BR-3 tox 24h 88.
CCCCCSc1nc(N2CCOCC2)c2c(c1C#N)CC(C)(C)OC2 was read as SK-BR-3 tox 24h 83.
`CCOC(=O)/C=C/S(=O)(=O)c1ccc(NC(C)=O)cc1` gave SK-BR-3 tox 24h 3.0*.
O=C1CC(c2ccc(F)cc2)CC(O)=C1C=NCCN1CCN(C(=O)Nc2ccccc2)CC1 (stereo not given) was read as SK-BR-3 tox 24h 110.
Screening COc1cccc(-c2nnc3sc(-c4cccs4)nn23)c1 returned SK-BR-3 tox 24h 74.
For Cc1[nH]c2ccccc2c1CCC(N)=O the results were SK-BR-3 tox 24h 106.
CCCCOc1ccc(CSc2nncn2N)cc1 was read as SK-BR-3 tox 24h 115.
Screening CCNC(=O)N1CCNC(=O)C1CC(=O)Nc1ccc(C(=O)OCC)cc1 (stereo not given) returned SK-BR-3 tox 24h 109.
Screening S=c1[nH]nc(-c2ccncc2)n1CC1CCCO1 (stereo not given) returned SK-BR-3 tox 24h 88.
COc1ccccc1N1CCN(Cc2ccco2)CC1 was read as SK-BR-3 tox 24h 93.
COc1ccc(N2C(=O)C3CC(C)=C(C)CC3C2=O)c(OC)c1 (stereo not given) was read as SK-BR-3 tox 24h 92.
Screening Cc1ccc2c(c1)nc(NCCO)n2C returned SK-BR-3 tox 24h 92.
For COc1ccccc1-c1nnc(SCC(=O)NCc2c(C)c(Cl)cc(C(C)C)c2O)o1 the results were SK-BR-3 tox 24h 77.
`COc1ccc(NC(=O)CSc2nnc(-c3cccs3)n2-c2ccccc2)cc1` gave SK-BR-3 tox 24h 79.
CN(C)/C=C1\N=C(c2cccs2)OC1=O was read as SK-BR-3 tox 24h 63.
`CCOc1ccccc1NC(=O)NC1(C(=O)N2CCOCC2)CCCCC1` gave SK-BR-3 tox 24h 97.
Screening CC(C)C1Cc2c(C#N)c(N)sc(=S)c2CO1 (stereo not given) returned SK-BR-3 tox 24h 95.
For COc1ccc(S(=O)(=O)Nc2cc(C)c(O)c(S(=O)(=O)c3ccccc3)c2)cc1 the results were SK-BR-3 tox 24h 89.
`O=C(OCCOCCN=C1NS(=O)(=O)c2ccccc21)C1CC(=O)N(c2ccccc2)C1` (stereo not given) gave SK-BR-3 tox 24h 114.
Screening O=C(Nc1cnn(Cc2ccc(Cl)cc2)c1)c1cnccn1 returned SK-BR-3 tox 24h 98.
`COC(=O)NCc1cccc(CNC(=O)OC)c1` gave SK-BR-3 tox 24h 73.
`COCCCNC(=O)C(C#N)c1nc2ccccc2nc1N1CCCC1` (stereo not given) gave SK-BR-3 tox 24h 91.
`CCOc1cc(C2NC(=O)NC(O)(C(F)(F)F)C2C(=O)c2ccccc2)ccc1OC` (stereo not given) gave SK-BR-3 tox 24h 99.
Screening CCn1cc(C(=O)NCCCN(C)C)c(=O)c2cc(F)c(N3CCN(C)CC3)cc21 returned SK-BR-3 tox 24h 107.
CC(C)CNS(=O)(=O)c1ccc(CCC(=O)N2CCOCC2)cc1 was read as SK-BR-3 tox 24h 92.
Cn1ncc(C#N)c1NC(=O)c1nn2cccnc2c1Cl was read as SK-BR-3 tox 24h 101.
`Clc1ccccc1-c1nn2c(COc3ccccc3)nnc2s1` gave SK-BR-3 tox 24h 95.
COc1ccc(OC)c(NC2=NC3(CCCCC3)N=C(N)N2)c1 was read as SK-BR-3 tox 24h 74.
Screening COC(=O)CC[C@@H](C(=O)O)N1C(=O)c2ccccc2C1=O returned SK-BR-3 tox 24h 92.
For Cc1nnc(N(C(=O)c2cnccn2)c2ccccc2)s1 the results were SK-BR-3 tox 24h 93.
`Cc1[nH]nc2c1C1(C(=O)N(Cc3ccc(Cl)cc3)c3ccccc31)C(C#N)=C(N)O2` (stereo not given) gave SK-BR-3 tox 24h 86.
Screening COC(=O)C(CCSC)NC(=O)CNC(=O)C1CCCCC1 (stereo not given) returned SK-BR-3 tox 24h 114.
O=C(NC1(C(F)(F)F)C(=O)Nc2c1c(=O)[nH]c(=O)n2Cc1ccco1)C1CC1 (stereo not given) was read as SK-BR-3 tox 24h 65.
`COC(=O)COc1ccc(S(=O)(=O)NCc2cccnc2)cc1C` gave SK-BR-3 tox 24h 125.
For COc1ccc2cc(C(=O)N3CCCCCC3)sc(=O)c2c1OC the results were SK-BR-3 tox 24h 96.
Screening Cc1cc(C)n(-c2nc3ccccc3nc2N2CCN(C(=O)c3ccc(Cl)cc3)CC2)n1 returned SK-BR-3 tox 24h 90.
Screening CCSc1nc(N2CCOCC2)c2ccccc2n1 returned SK-BR-3 tox 24h 92.
`O=C(Nc1ccc(N2CCOCC2)cc1)c1ccc2nc(-c3ccco3)c(-c3ccco3)nc2c1` gave SK-BR-3 tox 24h 108.
For Cc1cc(NC(=O)CCS(=O)(=O)c2nc(-c3ccccc3)cc(C(F)(F)F)n2)no1 the results were SK-BR-3 tox 24h 39*.
`COc1ccc(C2C(C(=O)N3CCOCC3)c3ccccc3C(=O)N2c2ccc(OC)cc2)cc1` (stereo not given) gave SK-BR-3 tox 24h 75.
CCOc1ccc(OC(=O)c2cccnc2)cc1 was read as SK-BR-3 tox 24h 87.
COc1ccc2c(c1)c1nnc(SCC(=O)N3C(C)CCCC3C)nc1n2C (stereo not given) was read as SK-BR-3 tox 24h 82.
`O=C1Nc2c(Br)cc(Br)cc2C1(O)N1CCOCC1` (stereo not given) gave SK-BR-3 tox 24h 118.
Screening CC1Cc2nc(SCC(=O)NCC3CCCO3)n(Cc3ccccc3)c(=O)c2S1 (stereo not given) returned SK-BR-3 tox 24h 88.
Screening Cc1nc(SCC(=O)N2CCC(C(N)=O)CC2)n[nH]1 returned SK-BR-3 tox 24h 145.

Next section; it opens with the 2 that closed the last part.
Screening CC1Cc2nc(SCC(=O)NCC3CCCO3)n(Cc3ccccc3)c(=O)c2S1 (stereo not given) returned SK-BR-3 tox 24h 88.
Screening Cc1nc(SCC(=O)N2CCC(C(N)=O)CC2)n[nH]1 returned SK-BR-3 tox 24h 145.
`O=C(CSc1nc2ccccc2s1)Nc1ncccn1` gave SK-BR-3 tox 24h 89.
COc1cc(C(=O)N2CCC(NC(=O)C(Cc3ccc(C)cc3)NC(C)=O)CC2)cc(OC)c1OC (stereo not given) was read as SK-BR-3 tox 24h 75.
Screening Cc1ccc2c(c1)N(CC(=O)N(Cc1ccc3c(c1)OCO3)CC1CCCO1)C(=O)C(C)O2 (stereo not given) returned SK-BR-3 tox 24h 85.
For CC(C)COC(=O)CCn1[nH]c(=O)c2ccccc2c1=O the results were SK-BR-3 tox 24h 88.
Screening COc1cccc(Nc2c(F)c(OC)c(F)c(F)c2C(=O)O)c1 returned SK-BR-3 tox 24h 89.
`CN(c1cccc(NS(=O)(=O)c2cccs2)c1)S(C)(=O)=O` gave SK-BR-3 tox 24h 108.

Random excerpt: five compounds from above.
`O=C(CSc1nc2ccccc2s1)Nc1ncccn1` gave SK-BR-3 tox 24h 89.
`Cc1ccccc1CCNC(=O)C1CCN(S(=O)(=O)c2ccc(-n3cnnn3)cc2)CC1` gave SK-BR-3 tox 24h 97.
Screening CCCn1c(=O)c(C(=O)NCc2ccc(OC)c(OC)c2)c(O)c2ccccc21 returned SK-BR-3 tox 24h 102.
`CN(c1cccc(NS(=O)(=O)c2cccs2)c1)S(C)(=O)=O` gave SK-BR-3 tox 24h 108.
`COC(=O)COc1ccc(S(=O)(=O)NCc2cccnc2)cc1C` gave SK-BR-3 tox 24h 125.

Assay outcomes as filed in PubChem BioAssay.

Not all compounds are listed, so the mix of outcomes need not match the whole.
